Source: PubChem
MrgX1 ag = activates human MrgX1 receptor signaling | MrgX1-HEK293 cells, Fluo-4 calcium fluorescence, agonist mode; hits give high values | B-score at 10 µM | hit rate 0.44% among 310,000;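 active means calcium response B-score plate-corrected fluorescence ratio at least 3 library SD, with starting fluorescence B-score inside 5 SD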
Target sequence (Q96LB2 whole entry, looked up): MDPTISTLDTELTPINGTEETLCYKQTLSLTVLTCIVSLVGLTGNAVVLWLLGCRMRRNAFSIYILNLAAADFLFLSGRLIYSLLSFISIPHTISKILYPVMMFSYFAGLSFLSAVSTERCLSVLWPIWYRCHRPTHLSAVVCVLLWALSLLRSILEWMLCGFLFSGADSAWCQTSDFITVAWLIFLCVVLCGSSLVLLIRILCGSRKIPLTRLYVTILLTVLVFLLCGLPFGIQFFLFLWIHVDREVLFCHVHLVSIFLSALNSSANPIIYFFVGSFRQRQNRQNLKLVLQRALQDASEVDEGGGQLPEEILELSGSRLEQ
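Test system: HEK293 cells stably expressing human MrgX1 receptor; amount: 15,000 cells per well; doses: compound delivered in addition one of three; times: overnight plating before 1 h dye loading; detection: Fluo-4 NW calcium-flux fluorescence, kinetic read; read-out basis: B-scored fluorescence response ratio; controls: positive and negative controls per plate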
KCNQ1 block = human KCNQ1 channel inhibition. CHO-K1 KCNQ1, FluxOR thallium flux fluorescence; hits give high values. AID 2642. hit rate 1.3% among 310,000. B-score at 10 µM;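 active means compounds whose thallium flux B-score, printed positive for inhibition, exceeds three library SD while starting fluorescence stays within three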;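 further: channel opened by potassium depolarization with thallium stimulus after 20 min compound exposure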
Target sequence (P51787 whole entry, looked up): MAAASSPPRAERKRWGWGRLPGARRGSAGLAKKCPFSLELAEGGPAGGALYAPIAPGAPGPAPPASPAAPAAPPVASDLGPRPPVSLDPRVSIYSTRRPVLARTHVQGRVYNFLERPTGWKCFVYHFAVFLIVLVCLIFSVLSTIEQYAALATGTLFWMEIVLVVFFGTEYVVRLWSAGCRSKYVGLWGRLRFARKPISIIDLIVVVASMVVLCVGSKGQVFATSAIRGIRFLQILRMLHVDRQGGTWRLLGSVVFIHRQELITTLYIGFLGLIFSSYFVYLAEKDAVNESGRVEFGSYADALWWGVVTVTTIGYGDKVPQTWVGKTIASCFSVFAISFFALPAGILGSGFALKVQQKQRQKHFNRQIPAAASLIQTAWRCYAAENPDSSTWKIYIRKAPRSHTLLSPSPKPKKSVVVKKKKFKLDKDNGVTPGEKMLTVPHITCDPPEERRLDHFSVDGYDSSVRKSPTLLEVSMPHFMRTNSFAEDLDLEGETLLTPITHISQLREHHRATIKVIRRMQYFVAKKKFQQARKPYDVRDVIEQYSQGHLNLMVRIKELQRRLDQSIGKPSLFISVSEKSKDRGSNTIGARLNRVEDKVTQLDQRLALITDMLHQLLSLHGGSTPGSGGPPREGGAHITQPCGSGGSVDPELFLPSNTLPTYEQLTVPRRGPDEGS
KCNK9 inh = human KCNK9 channel inhibition | hit rate 1.2% among 310,000 | Q9NPC2 | AID 488922 | HEK293 KCNK9, FluxOR thallium flux fluorescence; hits give low values | B-score at 10 µM;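 active means ratio B-score over 3 SD below the library mean, with starting fluorescence within 5 SD of its mean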;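 further: negative B-score means less thallium flux so channel inhibition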
KCNQ1 act = potentiators or activators of human KCNQ1 potassium channel. P51787. CHO-K1 KCNQ1, thallium flux FluxOR fluorescence; hits give high values. B-score at 10 µM. hit rate 0.35% among 310,000. AID 2648;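 active means fluorescence ratio B-score, a plate-corrected score, at least three library SD, with initial intensity B-score within 5 SD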
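Schedule – 37 °C overnight plating, 90-min dark dye load, 20-min compound pretreatment · System – stable KCNQ1 CHO-K1 line · Probe or stimulus – thallium- and potassium-containing depolarizing buffer · Measured by – kinetic FluxOR fluorescence, 10 s baseline plus 110 s post-stimulus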
RGS4 inh = human RGS4 inhibition; P49798; B-score at 10 µM; hit rate 0.45% among 310,000; HEK293 M3R/RGS4 inducible, Fluo-4 calcium flux; hits give high values; triggered by carbachol at its EC20;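 active means B-score, a plate-corrected calcium signal, over three deviations above library mean, with baseline fluorescence within five deviations of library mean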;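 further: RGS4 expression induced by doxycycline in cells with stable M3 receptor; B-score is computed from the integrated fluorescence ratio over baseline after carbachol; higher B-score means a larger calcium signal and so more RGS4 inhibition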
RGS4 pot = potentiators or activators of RGS4; HEK293 M3R/inducible RGS4, carbachol calcium flux Fluo4; hits give low values; B-score at 10 µM; hit rate 0.92% among 310,000;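 active means B-score of the integrated calcium signal more than 4 SD below the library mean, with starting fluorescence not abnormally high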;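 further: negative B-score means reduced calcium response which marks RGS4 activation or potentiation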
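test system = HEK293 cells with stable M3R and inducible RGS4 | schedule = recording 10 s baseline at 1 Hz, 100 s post-agonist | technique = Fluo4-AM (2 µM) calcium-flux fluorescence, kinetic read | measure = Agonist-evoked peak-minus-minimum fluorescence over baseline, integrated ratio, B score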
TMEM16A inh = inhibitors of mouse TMEM16A calcium-activated chloride channel; Q8BHY3; HEK293 TMEM16A/YFP iodide influx fluorescence, ionomycin; normalized B-score (activity score, 25-100; higher = stronger inhibition) at 10 µM; hit rate 1.2% among 310,000;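 active means ratio plate-corrected score three or more library SD toward inhibition, starting fluorescence score within five deviations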;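 further: score derived from kinetic fluorescence span divided by baseline fluorescence per well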
TMEM16A act = activates or potentiates the mouse TMEM16A chloride channel | Q8BHY3 | HEK293 TMEM16A/YFP-H148Q/I152L, iodide quench fluorescence; hits give low values | B-score at 10 µM | hit rate 0.3% among 340,000 | AID 623877;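 active means fluorescence-ratio B-score plate-corrected deviation score at least 3 library SD below zero, with starting fluorescence score within 5 deviations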;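 further: channel opened by trigger with iodide after compound preincubation; score built on the fluorescence ratio of max minus min over baseline; more negative score means more quench and so TMEM16A activation or potentiation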
hERG protect = hERG (human) protection from proarrhythmic block; Q12809; hit rate 0.51% among 310,000; CHO-hERG, FluxOR thallium flux, dofetilide IC70 present; activation (rescue from dofetilide block), less the hit threshold, % at 10 µM;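 active means activation above the mean of controls blocked by dofetilide plus 5 SD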;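 further: thallium influx through hERG after potassium depolarization seen as dye fluorescence rise; in these data hits start at about 4.7%; inactives centre near -7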
KCNK3 inh = human KCNK3 channel inhibition, primary screen | O14649 | CHO-KCNK3 thallium flux, FluxOR fluorescence; hits give low values | B-score at 10 µM | hit rate 0.84% among 340,000 | AID 602410;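 active means B-score under library mean minus 4 SD, starting fluorescence ratio at most library mean plus 5 SD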;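 further: more negative B-score means stronger inhibition of thallium flux through KCNK3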
MrgX1 PAM = human MrgX1 positive allosteric modulation, primary screen; MrgX1-HEK293, Fluo-4 calcium flux, FDSS; hits give high values; B-score at 10 µM; hit rate 0.63% among 310,000;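 active means plate-corrected calcium response at least 3 library SD above typical, normal starting fluorescence, not activating the receptor alone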;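 further: compound read alongside a low EC10 to EC30 dose of BAM8-22 agonist; peak minus trough fluorescence over baseline measured at the second addition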
Numbers without * were called inactive; i = inactive; nt = not tested or not shown. Only part of the results is shown (hit frequency here may not be typical).

molecule	KCNK9 inh	RGS4 pot	hERG protect	MrgX1 ag	MrgX1 PAM	TMEM16A act	RGS4 inh	KCNQ1 block	KCNK3 inh	KCNQ1 act	TMEM16A inh
CC[C@@H]1C=CC=CC[C@H](C)[C@@H](O)[C@@H](C)C(=O)[C@H](C)[C@@H](O)[C@H](C)C(=O)[C@H](C)[C@@H](O)[C@H](C)C=CC(=O)O[C@H]2[C@@H](C)[C@@H](CC1)O[C@@]1(CC[C@@H](C)[C@@H](C[C@H](C)O)O1)[C@@H]2C	i	i	-8	i	i	nt	i	i	nt	i	i
COc1cc(OC)c2c(c1)OCC1CON(C)C21 (centres undefined)	i	i	-10	i	i	i	i	i	i	i	i
COc1ccc(NC(=O)c2cn(CCC#N)nc2-c2ccccc2)cc1	i	i	-6	i	i	i	i	i	i	i	i
COc1cc2c(cc1C=O)OCO2	i	i	-3	i	i	i	i	i	i	i	i
CCOc1ccc(C(=O)OC2CC3CCC(C2)N3C)cc1 (centres undefined)	i	i	-11	i	i	i	i	i	i	i	i
Cc1ccc(C)c(NC(=O)CCNC(=O)N2C[C@H]3C[C@@H](C2)c2cccc(=O)n2C3)c1	i	i	-2	i	i	i	i	i	i	i	i
C=C1C(=O)[C@@]23C[C@H]4[C@@H]5[C@@]6(C)CCC[C@@]57[C@@H]2[C@@H](O)[C@@H]1C[C@H]3[C@H]7N4C6	i	i	-4	i	i	i	i	i	i	i	i
O=P(O)(O)Oc1ccccc1P(=O)(c1ccccc1)c1ccccc1	i	i	-4	i	i	i	i	i	i	i	i
COC(=O)c1ccc(NC(=O)CSc2nc3ccc(N4C(=O)C5C6C=CC(C6)C5C4=O)cc3s2)cc1 (centres undefined)	i	i	-11	i	i	i	i	i	i	i	i
CCCCc1cc(=O)oc2cc(OCC(=O)N3C[C@H]4C[C@@H](C3)c3cccc(=O)n3C4)c(Cl)cc12	i	i	-8	i	i	i	i	i	i	i	i
NCCCN1CCN(c2ccccc2)CC1	i	i	-2	i	i	i	i	i	i	i	i
COc1ccccc1N1CCN(C(CNC(=O)Oc2ccccc2)c2cccnc2)CC1 (centres undefined)	i	i	-2	i	i	i	i	i	i	i	i
CC(=O)O[C@H]1C[C@@H]2CC[C@@H]3[C@H](CC[C@]4(C)C(=O)CC[C@@H]34)[C@@]2(C)C[C@@H]1OC(C)=O	nt	nt	nt	i	i	i	nt	nt	i	nt	i
O=c1c2ccccc2nc(CSc2ncnc3nc[nH]c23)n1-c1ccccc1Cl	i	i	-1	i	i	i	i	i	i	i	i
CCc1c(C)nc(N)nc1N1N=C1SCC(=O)OC	i	i	-18	i	i	i	i	i	i	i	i
COc1cccc(N=Cc2c(O)n(Cc3ccco3)c(=O)[nH]c2=O)c1	i	i	-10	i	i	i	i	i	i	i	i
CN(C)c1ccc(NC(=O)CN2C(=O)CN=C(c3ccccc3)c3cc(Cl)ccc32)cc1	i	i	-12	i	i	i	i	i	i	i	i
Cc1cc(OC(C)C(=O)NCC(O)c2ccccc2)c2c3c(c(=O)oc2c1)CCC3 (centres undefined)	i	i	-7	i	i	i	i	i	i	i	i
C#CC[N+]1(C)[C@@H]2CC[C@H]1CC(OC(=O)C(CO)c1ccccc1)C2 (some centres undefined)	i	i	-5	i	i	i	i	i	i	i	i
N[C@@H](Cc1cc(Br)c(O)c(Br)c1)C(=O)O	i	i	-11	i	i	nt	6.7*	i	nt	i	i
CC[N+](CC)(CC#CCO)CC#Cc1ccccc1	i	i	-9	i	i	i	i	i	i	i	i
COC(=O)C1=C(c2ccccc2)C[C@@H]2CC[C@H]1N2C(=O)N1CCCC1	i	i	-5	i	i	i	i	i	i	i	i
O=C1/C(=C/c2cccc([N+](=O)[O-])c2)N2CCC1CC2	i	i	0	i	i	i	i	i	i	i	i
O=C(COc1ccccc1)Nc1ccc(Cl)cc1C(=O)c1ccccc1	i	i	-3	i	i	i	i	i	i	i	i
C=C1CC[C@@]2(O)[C@H]3Cc4ccc(O)c5c4[C@@]2(CCN3CC2CC2)[C@H]1O5	i	i	-5	i	i	nt	i	i	nt	i	i
COc1ccc(S(=O)(=O)NC(CC(=O)N2CCC3(CC2)OCCO3)C(C)C)cc1 (centres undefined)	i	i	0	i	i	i	i	i	i	i	i
CC(Cc1ccccc1)NCc1ccccc1O (centres undefined)	i	i	-10	i	i	i	i	i	i	i	i
COC(=O)C1C(O)C(C)C(O)C(C)/C=C\C=C(/C)C(=O)Nc2c(C)c(OC(C)=O)c3c(c2O)C(=O)C(C)=C2OCOC(=C23)/C(C)=C/C(C)(O)C(O)C(C)C1O (centres undefined)	i	i	-4	i	i	i	i	i	i	i	i
COc1cc(C(=O)Nc2ccc(Br)cc2C(=O)c2ccccc2Cl)cc(OC)c1OC	i	i	-7	i	i	i	i	i	i	i	i
O=C1OC(c2ccc(Cl)cc2)=N/C1=C\N1CC2CC(C1)c1cccc(=O)n1C2 (centres undefined)	i	i	-19	i	i	i	i	i	i	i	i
Cc1ccc(/C=C2/C(=O)NC(=O)N(CCc3ccc(F)cc3)C2=O)o1	i	i	-5	i	i	i	i	i	i	i	i
CC(=O)c1ccc(OCC(=O)N2CCCC(N3CCN(c4ccccc4C)CC3)C2)cc1 (centres undefined)	i	i	-10	i	i	i	i	i	i	i	i
C[C@]12CC[C@H]3[C@@H](CCC4=CC(=O)CC[C@@]43O)[C@@H]1CCC2=O	i	i	-12	i	i	i	i	i	i	i	i
O=c1[nH]c(=O)n(CCc2ccc(F)cc2)c(O)c1C=NCCCn1ccnc1	i	i	0	i	i	i	i	i	i	i	i
COC(=O)C1=C(c2cc3ccccc3s2)C[C@@H]2CC[C@H]1N2C(=O)NCc1cccc2ccccc12	i	i	-10	i	i	i	i	i	i	i	i
CC1CN(CCc2ccccc2)CC(C)O1 (centres undefined)	i	i	-2	i	i	i	i	i	i	i	i
COC(=O)C1=C(c2cccc(OC)c2OC)C[C@@H]2CC[C@H]1N2C(=O)NC1CCCCC1	i	i	-10	i	i	i	i	i	i	i	i
CC1=C(C(=O)OC(C)C)[C@]2(C(=O)N(CC(N)=O)c3ccccc32)C(C#N)=C(N)O1	i	i	-10	i	i	i	i	i	i	i	i
C/C=C1/CN2[C@@H]3C4CO[C@@H]3c3c([nH]c5cc(OC)ccc35)[C@@H]2CC14 (some centres undefined)	i	i	-7	i	i	i	i	i	i	i	i
COCCCNC(=O)c1c(NC(=O)c2ccccc2Cl)n(Cc2ccccc2)c2nc3ccccc3nc12	i	i	-11	i	i	i	i	i	i	i	i
Cc1ccnc(-n2c(C)nc3ccccc3c2=O)c1	i	i	-5	i	i	i	i	i	i	i	i
CCOP(=O)(OCC)C(NC(=O)c1ccc(OC)cc1)C(Cl)(Cl)Cl (centres undefined)	i	i	-7	i	i	i	i	i	i	i	i
CC1C(c2cccs2)=[N+]([O-])C(C)(C(=O)c2cccs2)N1O (centres undefined)	i	i	-4	i	i	i	i	i	i	i	i
O=P(Oc1ccccc1)(Oc1ccccc1)N1CCN(c2ccc(F)cc2)CC1	i	i	-10	i	i	i	i	i	i	i	i
Cc1ccc(Cn2nnnc2CN2CCC(n3nnc4cc(C)ccc43)CC2)cc1	i	i	-13	i	i	i	i	i	i	i	i
CCCN1CCC[C@H](c2cccc(O)c2)C1	nt	nt	nt	i	i	i	nt	nt	i	nt	i
COC(=O)[C@@]1(C#N)[C@@H]2C=CC(C(C)=O)=CN2[C@@H](C(N)=O)[C@@H]1c1ccc(F)cc1	i	i	-9	i	i	i	i	i	i	i	i
CCCCCCN=Cc1c(O)n(C)c(=O)n(C)c1=O	i	i	-2	i	i	i	i	i	i	i	i
CCOC(=O)N(C)c1ccc(C(O)(C(=O)OC)C(F)(F)F)cc1 (centres undefined)	i	i	-3	i	i	i	i	i	i	i	i
CC(O)(CS(=O)(=O)c1ccccc1)C(=O)Nc1ccc(C(F)(F)F)cc1 (centres undefined)	i	i	-8	i	i	i	i	i	i	i	i
CC[C@H]1CN(C)C[C@@]2(C(=O)OC)Cc3c([nH]c4ccccc34)C(=O)C[C@@H]12	i	i	-5	i	i	i	i	i	i	i	i
O=c1c2ccccc2nc(-c2ccccc2Cl)n1-c1cccc(O)c1	i	i	-2	i	i	i	i	i	i	i	i
O=C(O)c1nonc1-c1nonc1C(=O)O	nt	nt	nt	i	i	i	nt	nt	i	nt	i
CCCS(=O)(=O)N1CCC(C(=O)N2CCC3(CC2)OCCO3)CC1	i	i	-3	i	i	i	i	i	i	i	i
Cc1cccc(-c2nc3ccc(C(=O)N4CCC5(CC4)OCCO5)cc3nc2-c2cccc(C)c2)c1	i	i	-8	i	i	i	i	i	i	i	i
CC#CP(=O)(OCC)C(O)(c1ccccc1)C(F)(F)F (centres undefined)	i	i	-9	i	i	i	i	i	i	i	i
COc1ccc(CNC(C)Cc2cccs2)cc1 (centres undefined)	i	i	-5	i	i	-27*	i	i	i	i	i
COc1ccccc1-n1c(O)c(/C=N/NC(=S)Nc2ccccc2)c(=O)[nH]c1=S	i	i	-14	i	i	i	i	i	i	i	i
CCOC(=O)c1c(C)n(Cc2ccc(F)cc2)c2ccc(O)cc12	i	i	-8	i	i	i	i	i	i	i	i
O=[N+]([O-])c1ccc(N2CCOCC2)c2ccncc12	i	i	-5	i	i	i	i	i	i	i	i

(cont.)
molecule	KCNK9 inh	RGS4 pot	hERG protect	MrgX1 ag	MrgX1 PAM	TMEM16A act	RGS4 inh	KCNQ1 block	KCNK3 inh	KCNQ1 act	TMEM16A inh
Cc1nn(Cc2ccc(Cl)cc2Cl)c(Cl)c1C(=O)NC1CCCc2ccccc21 (centres undefined)	i	i	-14	i	i	i	i	i	i	i	i
COc1ccc(CCNCc2ccc(OC)c(OC)c2OC)cc1	i	i	-7	i	i	i	i	i	i	i	i
CC(C)CCOP(N)(=O)Oc1ccccc1 (centres undefined)	i	i	-6	i	i	i	i	i	i	i	i
COc1ccc(-n2c(CN3CCOCC3)nc3ccccc3c2=O)c(OC)c1	i	i	-8	i	i	i	i	i	i	i	i
